PrPC surface inh = inhibitors of human cell surface prion protein PrPC, primary screen, cell-based, TR-FRET; Major prion protein (Homo sapiens), P04156; TR-FRET read-out; inhibition, % at 13.8 µM; 370,000 tested, 0.43% active; in the data active means inhibition above about 24%; further: 0% = median of the test wells and 100% = reference compound wells
BioA inh = M. tuberculosis BioA enzyme inhibitors, primary screen, biochemical, plate reader, single point, HTS; AID 602481, 2012; inhibition, % at 9.99 µM; 360,000 tested, 0.096% active; purified M. tuberculosis BioA enzyme; in the data active means inhibition above about 40%; inconclusive means no clear call, values can overlap the other calls
BoNT-A LC inh2 = BoNT/A light chain protease inhibitors, primary screen, biochemical, flow cytometry, MLPCN library | Botulinum neurotoxin type A light chain protease (Clostridium botulinum A str. ATCC 3502) | multiplex microsphere protease substrate cleavage | inhibition, % at 10 µM | 360,000 tested, 0.17% active | AID 588499, 2011; in the data active means inhibition above about 30%; inconclusive means no clear call, values can overlap the other calls; further: plate controls were buffer without enzyme for full effect and enzyme alone for no effect
CCHF vOTU inh = CCHFV vOTU protease inhibitors, primary screen, biochemical, Pep-AMC substrate, fluorescence; inhibition, % at 11.5 µM; 370,000 tested, 0.55% active; AID 651958, 2012; further: 0% = vehicle wells with enzyme and 100% = no enzyme wells
BoNT-F LC inh = BoNT/F light chain protease inhibitors, primary screen, biochemical, flow cytometry, MLPCN library | 360,000 tested, 0.22% active | inhibition, % at 10 µM | Multiplex microsphere protease cleavage assay; in the data active means inhibition above about 35%, passing the limit was not always enough; inconclusive means no clear call, values can overlap the other calls; further: plate controls were buffer without enzyme for full effect and enzyme alone for no effect
Mtb FBA inh = Mtb FBA enzyme inhibitors, primary screen, biochemical, fluorescence, strain H37Rv; purified M. tuberculosis FBA, fluorescence read-out; inhibition, % at 1 µM; Fructose-bisphosphate aldolase (Mycobacterium tuberculosis (strain ATCC 25618 / H37Rv)), …; 360,000 tested, 2.3% active; in the data active means inhibition above about 27%;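 further: 0% = vehicle and 100% = reference inhibitor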
Target sequence (P9WQA3 whole entry, looked up): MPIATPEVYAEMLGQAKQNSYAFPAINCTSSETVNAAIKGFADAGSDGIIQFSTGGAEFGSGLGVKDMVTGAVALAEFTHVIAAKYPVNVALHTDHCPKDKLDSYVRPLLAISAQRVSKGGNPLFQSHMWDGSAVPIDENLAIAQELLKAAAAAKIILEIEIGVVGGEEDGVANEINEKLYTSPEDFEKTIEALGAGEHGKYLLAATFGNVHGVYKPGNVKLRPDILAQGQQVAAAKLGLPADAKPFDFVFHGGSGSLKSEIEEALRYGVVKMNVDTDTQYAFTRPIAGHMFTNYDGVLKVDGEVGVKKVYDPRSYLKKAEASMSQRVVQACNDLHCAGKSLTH
Mtb UGM inh = M. tuberculosis UGM enzyme inhibitors, primary screen, biochemical, fluorescence polarization, single point | purified UGM, fluorescence polarization probe displacement | 320,000 tested, 0.06% active | inhibition, % at 10 µM; in the data active means inhibition above about 10%, passing the limit was not always enough; inconclusive means no clear call, values can overlap the other calls
Target sequence (P9WIQ1 whole entry, looked up): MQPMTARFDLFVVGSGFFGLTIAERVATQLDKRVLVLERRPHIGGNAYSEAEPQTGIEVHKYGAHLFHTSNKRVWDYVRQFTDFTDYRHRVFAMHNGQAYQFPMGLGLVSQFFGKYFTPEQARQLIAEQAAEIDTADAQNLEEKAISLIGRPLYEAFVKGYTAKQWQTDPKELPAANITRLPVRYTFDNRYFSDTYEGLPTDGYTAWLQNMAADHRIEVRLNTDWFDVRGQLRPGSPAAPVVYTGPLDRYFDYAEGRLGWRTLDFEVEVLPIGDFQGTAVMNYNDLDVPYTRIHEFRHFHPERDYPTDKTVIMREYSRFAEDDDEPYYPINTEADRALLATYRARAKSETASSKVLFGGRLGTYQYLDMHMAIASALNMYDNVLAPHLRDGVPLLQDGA
GDH-TPI counter = GDH-TPI coupling enzyme inhibitors, primary screen, artefact control for M. tuberculosis FBA inhibitor project, biochemical, absorbance, full deck. GDH-TPI coupled enzyme counterscreen, NADH absorbance. inhibition, % at 4.8 µM. 360,000 tested, 1.2% active;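 further: 0% = DMSO wells and 100% = wells lacking the enzyme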
FadD28 binding = inhibitors of FadD28 bisubstrate probe binding, primary screen, biochemical, fluorescence polarization, single point. AID 588549, 2011. 360,000 tested, 0.22% active. Mycobacterium tuberculosis FadD28 fatty-acid-AMP ligase. inhibition, % at 12.5 µM; in the data active means inhibition above about 8.5%, passing the limit was not always enough; inconclusive means no clear call, values can overlap the other calls
* hit, by the source's call; ? = inconclusive; nt = not tested or not shown. Unless noted, no stated cut-off is given here; in the data, active means inhibition above about 30%; inactive means the rest.

1. O=C1NC(c2ccccc2)=NC1(Nc1ccccn1)C(F)(F)F (stereo not drawn)
2. COCc1nnc(NC(=O)c2ccc(S(=O)(=O)N3CCOCC3)cc2)o1
3. O=C1NC2=C(C(=O)CCC2)C(c2ccc3ncccc3c2)N1 (stereo not drawn)
4. Cc1ccccc1-c1ccc(CN2C(C(C)C)C(=O)N(Cc3cn(CCC4OCCO4)nn3)CCS2(=O)=O)cc1 (stereo not drawn)
5. CCC(NS(=O)(=O)c1ccc(OC)cc1)C(=O)NCCC1=CCCCC1 (stereo not drawn)
6. CCC1=C(OC(=O)N(CC)CC)N2C(=O)OC(=NCC(=O)OC)[C@]2(C)[C@H]2C1=CC[C@H]1C(=O)NC(=O)[C@H]12
7. Cc1ccc(OC(C)C(=O)N2CCCc3ccccc32)cc1 (stereo not drawn)
8. Cc1ccc(C)c(N2CCN(C(=O)c3ccc(CS(=O)(=O)c4ccccc4C)o3)CC2)c1

compound no.	1	2	3	4	5	6	7	8
PrPC surface inh	0	3	-2	-7	-1	8	6	8
BioA inh	nt	-2.9	-0.1	0.2	-0.5	-2.4	nt	-0.4
BoNT-A LC inh2	-0.9	0.0	0.7	0.2	-0.5	0.1	?	-0.4
CCHF vOTU inh	9	-8	-2	5	-2	-8	5	3
BoNT-F LC inh	-4	-5	3	-5	-4	7	-8	4
Mtb FBA inh	0	0	-1	-2	-2	-1	0	1
Mtb UGM inh	-0.4	-1.9	-0.9	nt	-2.4	-1.5	-1.0	-1.1
GDH-TPI counter	-9	6	-1	nt	-7	0	9	7
FadD28 binding	-7.4	0.0	-1.2	-12	-3.1	-2.1	1.2	-3.7

Next section, starting with the last 4 of the part before.
5. CCC(NS(=O)(=O)c1ccc(OC)cc1)C(=O)NCCC1=CCCCC1 (stereo not drawn)
6. CCC1=C(OC(=O)N(CC)CC)N2C(=O)OC(=NCC(=O)OC)[C@]2(C)[C@H]2C1=CC[C@H]1C(=O)NC(=O)[C@H]12
7. Cc1ccc(OC(C)C(=O)N2CCCc3ccccc32)cc1 (stereo not drawn)
8. Cc1ccc(C)c(N2CCN(C(=O)c3ccc(CS(=O)(=O)c4ccccc4C)o3)CC2)c1
9. Cc1ccc(NC(=O)NCc2ccncc2)cc1Cl
10. COc1cc(NC(=O)c2ccc(OCc3c(C)noc3C)c(OC)c2)cc(OC)c1
11. Cc1ccc(OCc2ccc(C(=O)NCc3cccnc3)cc2)cc1C
12. O=C(Cc1ccc(F)cc1)N[C@@H]1c2ccccc2CC[C@@H]1OCc1ccccc1
13. O=C(NCc1ccco1)c1cc(S(=O)(=O)N2CCCc3ccccc32)ccc1Cl
14. CC1=NNC(=O)C1CCC(=O)N/N=C/c1ccco1 (stereo not drawn)
15. CCN(CC)c1ccc(-c2nn3c(-c4n[nH]c5c4CCC5)nnc3s2)cc1
16. CC1(C(=O)NS(=O)(=O)C2CC2)CCCN(C(=O)c2ccc3c(c2)OCO3)C1 (stereo not drawn)

compound no.	5	6	7	8	9	10	11	12	13	14	15	16
PrPC surface inh	-1	8	6	8	-3	5	4	-4	-2	-9	12	1
BioA inh	-0.5	-2.4	nt	-0.4	nt	-1.7	nt	-0.4	0.6	-0.9	-1.4	-3.2
BoNT-A LC inh2	-0.5	0.1	?	-0.4	0.5	-6.0	-0.6	-0.6	0.2	-0.1	11	0.2
CCHF vOTU inh	-2	-8	5	3	-2	17	-2	-3	7	9	3	1
BoNT-F LC inh	-4	7	-8	4	2	-11	-8	-5	-4	-3	2	-3
Mtb FBA inh	-2	-1	0	1	-1	0	2	-2	4	-1	40*	7
Mtb UGM inh	-2.4	-1.5	-1.0	-1.1	2.2	-0.8	0.0	nt	1.2	0.8	-0.4	nt
GDH-TPI counter	-7	0	9	7	5	-7	6	3	0	-3	24	6
FadD28 binding	-3.1	-2.1	1.2	-3.7	-2.5	-0.9	0.1	-0.3	-1.5	-0.6	-0.2	-0.6

17. NC(=O)COC(=O)c1c2c(nc3ccccc13)CCC2
18. COc1ccccc1-c1nc(SC)n[nH]1
19. Cc1ccc(CNC(=O)CN(c2ccc(Cl)cc2)S(C)(=O)=O)cc1
20. NC(=O)c1cccc2ccccc12
21. Cc1c(C2(O)CCCCC2)[nH]c2ncccc12
22. CCCCN(C)C(=O)C1CCCN(S(=O)(=O)c2ccc3c(c2)CC(C)N3C(=O)C2CC2)C1 (stereo not drawn)
23. O=c1c2c([N+](=O)[O-])cc([N+](=O)[O-])cc2nc2ccccn12
24. Cc1nn(C(C)C(=O)c2cccc(Cl)c2)c(C)c1[N+](=O)[O-] (stereo not drawn)

compound no.	17	18	19	20	21	22	23	24
PrPC surface inh	6	3	-5	-1	0	9	-5	6
BioA inh	nt	-0.8	-0.5	-1.7	0.0	0.9	-2.5	nt
BoNT-A LC inh2	0.2	0.6	-0.6	0.4	0.9	1.7	1.7	-0.8
CCHF vOTU inh	-8	1	2	2	25	-3	13	-7
BoNT-F LC inh	-5	-1	29	-7	-3	2	-12	1
Mtb FBA inh	8	1	-1	3	1	0	-3	7
Mtb UGM inh	0.0	-3.1	0.3	-1.3	2.0	2.5	-0.7	-1.8
GDH-TPI counter	-3	4	12	8	6	-2	7	-1
FadD28 binding	-2.5	-0.1	-0.2	-1.1	-1.2	-2.4	-2.2	-1.3

25. O=Cc1cn(CC(O)CN2CCCCC2)c2ccccc12 (stereo not drawn)
26. COCc1nnc(NC(=O)C(C)C)s1
27. O=C(CCc1ccc(S(=O)(=O)N2CCOCC2)cc1)OCC(=O)c1ccc(Br)cc1
28. O=c1c2nnn(-c3cccc(F)c3)c2ncn1Cc1ccccn1
29. Cc1ccc(C(=O)N2CCN(S(=O)(=O)c3ccccc3[N+](=O)[O-])C2)cc1
30. CC1C(=O)N(Cc2cn(CCC3OCCCO3)nn2)CCS(=O)(=O)N1Cc1ccc(-c2cccc(CO)c2)cc1 (stereo not drawn)
31. CCC(C)(C)n1nnnc1C(c1ccccn1)N1CCOCC1 (stereo not drawn)
32. COc1ccc(N(C(C)=O)S(=O)(=O)c2cc(OC)ccc2OC)cc1

compound no.	25	26	27	28	29	30	31	32
PrPC surface inh	0	3	-4	-2	-9	-1	2	0
BioA inh	nt	-2.4	0.2	nt	0.2	2.6	-0.8	2.6
BoNT-A LC inh2	0.8	0.2	nt	0.1	-5.1	-0.2	-0.4	-0.3
CCHF vOTU inh	-2	-12	-1	1	1	-9	-4	12
BoNT-F LC inh	-4	6	nt	-2	-19	2	-4	-4
Mtb FBA inh	4	4	2	0	-1	1	1	-1
Mtb UGM inh	3.7	-1.4	4.0	2.0	-1.3	nt	0.2	-2.2
GDH-TPI counter	-11	0	-6	6	3	-18	-1	-11
FadD28 binding	-2.5	0.1	-1.9	-0.9	-4.5	-0.3	-0.6	-3.3

Laid out differently: two of the compounds above
no.	structure	PrPC surface inh	BioA inh	BoNT-A LC inh2	CCHF vOTU inh	BoNT-F LC inh	Mtb FBA inh	Mtb UGM inh	GDH-TPI counter	FadD28 binding
27	O=C(CCc1ccc(S(=O)(=O)N2CCOCC2)cc1)OCC(=O)c1ccc(Br)cc1	-4	0.2	nt	-1	nt	2	4.0	-6	-1.9
30	CC1C(=O)N(Cc2cn(CCC3OCCCO3)nn2)CCS(=O)(=O)N1Cc1ccc(-c2cccc(CO)c2)cc1 (stereo not drawn)	-1	2.6	-0.2	-9	2	1	nt	-18	-0.3

More entries follow.
33. CC(C)(C)NC(=O)C1c2ccccc2OCC(=O)N1CC(F)(F)F (stereo not drawn)
34. Cc1cc2nccc(-c3cccnc3)n2n1
35. Cc1sc2nc(CN3CCCC3)nc(N3CCN(C(=O)c4ccco4)CC3)c2c1C
36. COc1ccc(-c2[nH]ncc2CN2CCSCC2)c(OC)c1
37. C=CCOc1ccc2cccc(/C=N/NC(=O)c3cc4cc([N+](=O)[O-])ccc4s3)c2c1
38. CCCCNC(=S)NNC(=O)c1csc(C)c1
39. COC(=O)CCc1c(C)c(C(=O)c2cccc(OC)c2OC)c2ccccn12
40. COC(=O)c1ccccc1NC(=S)NC(C)=O

compound no.	33	34	35	36	37	38	39	40
PrPC surface inh	-5	2	-10	15	-7	11	-5	4
BioA inh	nt	nt	nt	nt	-0.6	nt	nt	nt
BoNT-A LC inh2	0.6	0.2	-3.6	-0.3	2.0	0.3	0.2	-0.5
CCHF vOTU inh	-3	11	-10	-12	8	-3	3	8
BoNT-F LC inh	4	1	-22	0	2	-2	-4	2
Mtb FBA inh	nt	-1	2	2	1	-1	-5	1
Mtb UGM inh	nt	-0.6	-4.0	-7.4	2.0	0.3	-2.7	0.2
GDH-TPI counter	nt	-4	4	-8	12	9	12	-7
FadD28 binding	nt	1.5	-2.7	-4.9	-2.2	-0.2	1.0	-2.3

41. O=S(=O)(NCCc1cn2ccccc2n1)c1ccc2c(c1)OCCO2
42. Cc1nn(C)cc1CNCc1ccc(OCC(O)CN(C)Cc2ccccc2)cc1 (stereo not drawn)
43. Cc1ccc(CNC(=O)/C=C/c2ccccc2Cl)cc1
44. Cc1ccc(S(=O)(=O)NC(C)C(=O)Nc2ccccc2C(=O)N2CCCC2)cc1 (stereo not drawn)
45. O=C1Cc2cc(NS(=O)(=O)c3cc(F)ccc3F)cc3c2N1CCC3
46. CC(c1ccon1)N(C)Cc1cn(C)nc1-c1cccc(Cl)c1 (stereo not drawn)
47. COc1ccc2sc(N(CCN(C)C)C(=O)/C=C/c3cccs3)nc2c1
48. CCOC(=O)C(=CNNc1ccccc1)C(=O)OCC

compound no.	41	42	43	44	45	46	47	48
PrPC surface inh	-9	-1	-2	-2	nt	6	-6	15
BioA inh	-0.8	-2.3	-0.4	nt	-2.2	nt	nt	-0.9
BoNT-A LC inh2	-1.0	-0.2	0.6	0.4	nt	-0.8	nt	0.7
CCHF vOTU inh	-2	-3	10	-8	nt	-1	0	2
BoNT-F LC inh	-8	-6	-6	2	nt	0	nt	?
Mtb FBA inh	7	1	-2	-2	3	6	3	-1
Mtb UGM inh	1.0	-0.3	-1.3	1.9	0.8	-3.9	3.2	0.0
GDH-TPI counter	12	-3	-3	7	9	9	28	-6
FadD28 binding	0.8	0.1	-2.9	-0.2	-0.5	-2.1	-1.3	-3.3

49. S=c1[nH]nc(Cc2noc3ccccc23)n1-c1ccc(Cl)cc1
50. CSCC(=O)N1CCCC(CNC(=O)c2ccccc2Cl)C1 (stereo not drawn)
51. COc1ccccc1C=NN=C(NN=Cc1ccccc1OC)NN=Cc1ccccc1OC
52. CCCc1nnc(SCC(=O)O)n1CC
53. COC(=O)CCC(=O)OC1(C)C(=O)C=C2C=C(C3CC3)N(Cc3ccc(OC)cc3)C=C2C1=O (stereo not drawn)
54. O=C(CCC(=O)OCc1ccc([N+](=O)[O-])cc1)Nc1ccccc1Cl
55. CCOC(=O)c1cn(CC(=O)Nc2ccc(C)cc2)nn1
56. COC(=O)C1=CN(Cc2ccc(OC)c(OC)c2)C=C(C(=O)OC)C1c1ccccc1F

compound no.	49	50	51	52	53	54	55	56
PrPC surface inh	5	0	-10	-4	-7	-10	3	-3
BioA inh	nt	nt	-1.4	-1.4	-0.8	nt	-0.7	7.0
BoNT-A LC inh2	-1.0	-0.5	0.0	-0.3	3.2	1.0	0.3	-3.1
CCHF vOTU inh	-11	-14	69*	16	6	-8	-8	-122
BoNT-F LC inh	-6	3	-9	-2	-38	-2	-7	?
Mtb FBA inh	2	8	-1	-2	2	-3	2	91*
Mtb UGM inh	-0.1	-0.4	nt	-1.9	1.0	0.5	-1.1	1.4
GDH-TPI counter	-2	0	28	-2	15	-4	2	2
FadD28 binding	1.6	0.1	-6.7	-0.5	1.1	-2.4	0.3	-1.3

Assay outcomes: PubChem, several laboratories

Compounds were not picked by outcome; 4.8% or so of the library scored in one or more.
